Source: PubChem (SRMLSC)
SK-BR-3 tox 24h: SK-BR-3 proliferation inhibitors, primary screen, cell-based, human, 24 h | SK-BR-3 viability, CellTiter-Glo ATP luminescence; active compounds read low | viability, % at 10 µM | actives 0.47% (n = 41,000) | AID 847, 2007;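 active means viability at or below the median of all test compounds minus 3 SD, in both replicates if run twice, cut at about 45% in these data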;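 further: 100% = median untreated cell wells and 0% = median positive control drug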
Active calls of the source: *.

SMILES | SK-BR-3 tox 24h
CN1CCN(c2ccc(NC(=O)COc3ccccc3Cl)cc2)CC1 | 74
O=C(N1CCOCC1)N1CCN(S(=O)(=O)N2CCCCC2)CC1 | 80
Cc1ccc(S(=O)(=O)N2CCCC2C(=O)N2CCCCCC2)cc1 (stereo unspecified) | 93
CSC(=NCCCN1CCOCC1)NS(=O)(=O)c1cccs1 | 92
COc1cc(OC)c(C(=O)NC2CCCCCC2)cc1OC | 93
OCCNc1nc(C2CC2)nc2c1nnn2Cc1ccccc1Cl | 69
Cc1cc(C(F)F)n2nc(C(=O)Nc3ccc(F)cc3F)nc2n1 | 100
N#Cc1cccc(-n2nnnc2-c2ccccn2)c1 | 89

2 records picked at random from those above, as already listed:
SMILES | SK-BR-3 tox 24h
CSC(=NCCCN1CCOCC1)NS(=O)(=O)c1cccs1 | 92
O=C(N1CCOCC1)N1CCN(S(=O)(=O)N2CCCCC2)CC1 | 80

Later entries.
SMILES | SK-BR-3 tox 24h
COc1ccc(S(=O)(=O)N2CCC(C(=O)NCCc3ccc4c(c3)OCO4)CC2)cc1 | 99
Cn1nnc(C(O)CN2CCOCC2)n1 (stereo unspecified) | 96
Cc1ccc(C)c(C(=O)CCC(=O)Nc2cccnc2)c1 | 85
CN(C)CCNC(=O)Cn1nc(-c2ccc(Cl)cc2)ccc1=O | 83
O=C(N1CCC(O)(c2cccnc2)CC1)C12CC3CC(CC(C3)C1)C2 | 76
CCOP1(=O)C=C(C(C)(C)C)OC1c1ccc(F)cc1 (stereo unspecified) | 76
NC(=O)C1(N2CCCCC2)CCN(Cc2ccccc2Cl)CC1 | 78
CSc1nnc(-c2ccccc2)n1C | 94

Single entries from above:
`COc1ccc(S(=O)(=O)N2CCC(C(=O)NCCc3ccc4c(c3)OCO4)CC2)cc1` in SK-BR-3 tox 24h = 99
`Cn1nnc(C(O)CN2CCOCC2)n1` (stereo unspecified) in SK-BR-3 tox 24h = 96
`O=C(N1CCC(O)(c2cccnc2)CC1)C12CC3CC(CC(C3)C1)C2` in SK-BR-3 tox 24h = 76
`Cc1ccc(C)c(C(=O)CCC(=O)Nc2cccnc2)c1` in SK-BR-3 tox 24h = 85
`CSc1nnc(-c2ccccc2)n1C` in SK-BR-3 tox 24h = 94
`NC(=O)C1(N2CCCCC2)CCN(Cc2ccccc2Cl)CC1` in SK-BR-3 tox 24h = 78

The listing continues.
SMILES | SK-BR-3 tox 24h
CCOc1ccc(NC(=O)N(CCC(C)C)C(C)c2ccco2)cc1 (stereo unspecified) | 57
C=CCOC(=O)C1=C(C)NC(=O)NC1c1ccc(OC(=O)c2ccco2)c(OC)c1 (stereo unspecified) | 83
COc1cc2c(cc1OC)C(c1cccc(OC)c1OC)CC(=O)N2 (stereo unspecified) | 79
O=C(CSc1nnc(Cc2cccs2)n1C1CCCCC1)N1CCN(C(=O)c2ccco2)CC1 | 75
COc1ccc(CNc2nc3nc(C)cc(C)n3n2)cc1OC | 91
CCN(CC)CC(=O)N(CC(=O)Nc1c(C)cc(C)cc1C)C1CCCCC1 | 83
COc1cccc(NC(=O)CSC2=C(C#N)C(c3ccco3)C3=C(CCCC3=O)N2)c1 (stereo unspecified) | 109
C=CCN(CC=C)S(=O)(=O)c1ncn[nH]1 | 88

A draw from above in order of SMILES length, rising.
SMILES | SK-BR-3 tox 24h
CSc1nnc(-c2ccccc2)n1C | 94
C=CCN(CC=C)S(=O)(=O)c1ncn[nH]1 | 88
COc1ccc(CNc2nc3nc(C)cc(C)n3n2)cc1OC | 91
NC(=O)C1(N2CCCCC2)CCN(Cc2ccccc2Cl)CC1 | 78
COc1cc2c(cc1OC)C(c1cccc(OC)c1OC)CC(=O)N2 (stereo unspecified) | 79
CCN(CC)CC(=O)N(CC(=O)Nc1c(C)cc(C)cc1C)C1CCCCC1 | 83
COc1cccc(NC(=O)CSC2=C(C#N)C(c3ccco3)C3=C(CCCC3=O)N2)c1 (stereo unspecified) | 109

Carrying on:
SMILES | SK-BR-3 tox 24h
CCCC(C)C1C(C#N)=C(N)Oc2cc(C)oc(=O)c21 (stereo unspecified) | 113
C=CCNC(=O)C1CCN(S(=O)(=O)c2ccccc2)CC1 | 100
CCOC(=O)N1CCN(Cc2nc3c(c(=O)n(C)c(=O)n3C)n2Cc2cc(C)ccc2C)CC1 | 86
Nc1ccc2c(C(F)(F)F)cc(=O)oc2c1 | 109
Cc1cc(NC(=O)COC(=O)C2CCN(S(=O)(=O)c3ccc(Cl)cc3)CC2)no1 | 96
NC(=O)c1ccc(-c2ccc(Br)cc2)o1 | 82
CCOC(=O)N1CCN(C(=O)c2ccc(C)c(S(=O)(=O)Nc3cccc(C)c3C)c2)CC1 | 88
Cc1ccc2c(c1C)NC(=O)C2(O)CC(=O)c1ccc2c(c1)OCO2 (stereo unspecified) | 86
Cc1nnc(SCc2ccccc2Cl)n1CC1CCCO1 (stereo unspecified) | 86
CCc1nc(SCC(=O)N2CCc3ccccc32)c2oc3ccccc3c2n1 | 94
CC12CCC(C(=O)NCc3ccccc3)(OC1=O)C2(C)C (stereo unspecified) | 96
O=C(O)CCN=C1CCCc2ccccc2N1 | 96
COc1ccc(C(=O)COC(=O)c2ccc(OC)c(OC)c2)cc1OC | 91
CCOC(=O)c1c(C)n(C)c2ccc(OC)c(NC(=O)CN3CCN(Cc4ccccc4)CC3)c12 | 106
COC(=O)CSc1nnc(CNC(=O)c2cccs2)n1-c1cc(OC)ccc1OC | 84
COc1ccc(CCNC(=O)C2CCCN2C(=O)NC2CCCCC2)cc1OC (stereo unspecified) | 98

In the list so far, these have a furan ring, fused or not:
SMILES | SK-BR-3 tox 24h
CCOc1ccc(NC(=O)N(CCC(C)C)C(C)c2ccco2)cc1 (stereo unspecified) | 57
C=CCOC(=O)C1=C(C)NC(=O)NC1c1ccc(OC(=O)c2ccco2)c(OC)c1 (stereo unspecified) | 83
O=C(CSc1nnc(Cc2cccs2)n1C1CCCCC1)N1CCN(C(=O)c2ccco2)CC1 | 75
COc1cccc(NC(=O)CSC2=C(C#N)C(c3ccco3)C3=C(CCCC3=O)N2)c1 (stereo unspecified) | 109
NC(=O)c1ccc(-c2ccc(Br)cc2)o1 | 82
CCc1nc(SCC(=O)N2CCc3ccccc32)c2oc3ccccc3c2n1 | 94

(list continues)
SMILES | SK-BR-3 tox 24h
Cc1c(/C(O)=C2/C(=O)C(=O)N(CCN3CCOCC3)C2c2cccnc2)cnn1-c1ccccc1 (stereo unspecified) | 88
CCOC(=O)c1ccc(NC(=O)C2=C(C)Nc3nc(CCCO)nn3C2c2cccc(C)c2)cc1 (stereo unspecified) | 99
CCCCC(=O)Nc1ccc(C(=O)N2CCN(c3ccccc3OC)CC2)cc1 | 91
CC1=C(C(=O)N2CCCCC2)C(c2cccs2)C2=C(CCCC2=O)N1 (stereo unspecified) | 93
Cc1ccc(S(=O)(=O)N2CC3(C)CN(S(=O)(=O)c4ccc(C)cc4)CC(C)(C2)C3O)cc1 (stereo unspecified) | 95
O=C(Cn1ncc2c(=O)oc3ccccc3c21)NC1CC1 | 97
CCOC(=O)Cc1csc(NC(=O)CSc2nc(C)cc(=O)[nH]2)n1 | 43*
Cc1ccc(-c2nn3c(C)nnc3s2)cc1NC(=O)CSc1ccc(Cl)cc1 | 78
CCCn1c(CCc2ccccc2)nnc1SCC(=O)N1CCCC1 | 105
CCOC(=O)c1ccc(-c2nnc(-c3ccc(Cl)cc3Cl)o2)cc1 | 99
O=C(c1ccc(CN2CCc3ccccc3C2)cc1)N1CCCCC1 | 94
COc1ccc(C(=O)Nc2cc3c(cc2C#N)OCO3)cc1S(=O)(=O)NCc1ccco1 | 90
COc1ccc(NS(=O)(=O)c2ccc(NS(=O)(=O)c3ccc(C)cc3)cc2)nn1 | 98
Cc1noc(/C=C/N(C)C)c1S(=O)(=O)N(C)CC(=O)NC1CCCCC1 | 89
CCOc1ccc(C(=O)Nc2nnn(CC)n2)cc1 | 97
CCOC(=O)COc1nc(Nc2ccccc2C)nc(N(C)C)n1 | 83
Cc1cc(N2CCN(C(=O)c3ccco3)CC2)n2nc(-c3cccc(Cl)c3)cc2n1 | 74
O=C1CC(N2CCOCC2)C(=O)N1Cc1ccc(N2CCCC2=O)cc1 (stereo unspecified) | 91
Cc1ccc(C)c(-n2c(Cc3cc(=O)[nH]c(=O)[nH]3)nnc2SCC(=O)NCC2CCCO2)c1 (stereo unspecified) | 79
CN(C)CCC=C1c2ccccc2CCc2ccccc21 | 99
O=C(O)CCC(=O)Nc1nnc(C(F)(F)F)s1 | 40*
CCCCSc1nsc(NC(C)=O)n1 | 153
Brc1c(NC2=NCCN2)ccc2nccnc12 | 82
CSCC[C@H](NC(=O)C1CCN(S(=O)(=O)c2ccc(C)cc2)CC1)C(=O)NCc1ccco1 | 85
CCCS(=O)(=O)NCCc1cc2ccc(C)cc2[nH]c1=O | 89
CCOC(=O)c1ccc2nc(NC(=O)c3ccco3)sc2c1 | 93
Cc1nc(-c2ccc(C(=O)N3CCOCC3)cc2)cs1 | 98
Fc1ccc2nc(-c3ccccc3)nc(SCc3nnc(-c4ccccc4)o3)c2c1 | 83
CCn1cc(C(=O)N2CCCc3ccccc32)c2cc(OC)c(OC)cc2c1=O | 102
COC(=O)c1cc(Br)c(=O)n(CCN2CCOCC2)c1 | 92
Cc1cc(C)n(C(=O)CCN2C(=O)c3ccccc3C2=O)n1 | 111
O=C(CCS(=O)(=O)c1ccc(Br)s1)NCc1ccc2c(c1)OCO2 | 82
COc1cc(NC(=O)c2ccc(COc3ccccc3Br)o2)cc(OC)c1OC | 106
CCC(C)(C)NC(=O)C(c1cccs1)N(CC1CCCO1)C(=O)Cn1nnc2ccccc21 (stereo unspecified) | 105
O=C(CSc1nnnn1C1CCCCC1)Nc1nc2c(s1)CCCC2 | 116
CCOC(=O)CSc1cn2c(n1)CCC2 | 95
O=C(c1cc(-c2cccs2)on1)N1CCCCC1 | 78
CCOC(=O)c1[nH]cc(-c2ccccc2)c1N1CCOCC1 | 98
Cc1nc(NC(=O)CSc2nnc(C)n2CC2CCCO2)sc1C (stereo unspecified) | 91
Cc1ccc(SC(C)c2nc(-c3ccccc3)no2)cc1 (stereo unspecified) | 88
CCOC(=O)CNS(=O)(=O)c1cc(-c2n[nH]c(=O)c3ccccc23)ccc1C | 111

Not all compounds are listed (hit frequency here may not be typical).
